HP1b binding inh: inhibitors of HP1-beta chromodomain binding to methylated histone tails; P83916; AlphaScreen HP1-beta / biotin-H3K9me3 peptide binding; Potency, µM (titrated, usually from 114 µM), for the others: top-dose activity change, negative = inhibition, actives largely listed as inhibitors; hit rate 0.56% among 390,000; also: potency is read from the fitted curve at half-maximal effect; nearly all actives have a fitted effect of over 70% in size; inactives centre near 23
Target sequence (P83916 whole entry, looked up): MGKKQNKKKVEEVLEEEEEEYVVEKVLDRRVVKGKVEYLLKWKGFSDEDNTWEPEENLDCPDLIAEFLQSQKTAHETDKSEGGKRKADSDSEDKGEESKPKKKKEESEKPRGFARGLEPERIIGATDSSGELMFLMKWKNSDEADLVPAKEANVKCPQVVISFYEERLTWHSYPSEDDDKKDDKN
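AlphaScreen: HP1-beta (50 nM) preformed 30 min with biotin-H3(1-18)K9me3 peptide (50 nM) in PBS pH 7.4, 0.01% Tween-20. Compound added for 30 min at RT, then streptavidin donor/nickel chelate acceptor beads (10 ug/mL) for 30 min.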
Pol eta inh: DNA polymerase eta (human) inhibition; recombinant Pol eta, fluorescent DNA replication assay; hit rate 1.2% among 390,000; Q9Y253; Potency, µM (doses to about 114 µM), inactives show at the highest dose activity change, negative = inhibition, actives largely listed as inhibitors; AID 588591; also: potency is read from the fitted curve at half-maximal effect; % is scaled to controls: 0 for no effect and ±100 for the full control effect
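Pol eta at 10 nM preincubated with compounds 15 min at room temperature; reaction started with fluorescent substrate (50 nM final) and read kinetically at 0 and 10 min.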
Pin1 inh: blocks the human prolyl isomerase Pin1 | Q13526 | Pin1 FP peptide displacement, HiFluor488, 10 min | Potency, µM (top dose mostly 115 µM), without a hit: at the top dose activity, negative = inhibition, most hits filed as inhibitors | hit rate 0.009% among 390,000 | AID 504891; active = well fitted inhibition curve with a large enough effect in the polarisation, with a control signal flat, not every such curve was filed as active; inconclusive = small, poorly fitted or top-dose-only effect, or effect the other way, or a change in a side signal; inactive = no such curve, though single readings can be large or run the other way; the % refers to the polarisation; also: potency is read from the fitted curve at half-maximal effect; % is scaled to controls: 0 for no effect and ±100 for the full control effect
Target sequence (Q13526 whole entry, looked up): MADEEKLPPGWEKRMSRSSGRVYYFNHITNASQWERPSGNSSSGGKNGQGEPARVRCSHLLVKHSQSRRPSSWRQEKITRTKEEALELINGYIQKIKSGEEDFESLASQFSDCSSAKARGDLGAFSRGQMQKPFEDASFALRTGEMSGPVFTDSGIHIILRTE
BAZ2B block: inhibitors of human BAZ2B bromodomain. AlphaScreen BAZ2B-H3K14Ac peptide displacement. Potency, µM (highest dose often 114 µM), for the others: at the top dose activity change, negative = inhibition, usual class: inhibitors. hit rate 4.4% among 360,000; also: potency is read from the fitted curve at half-maximal effect; % is scaled to controls: 0 for no effect and ±100 for the full control effect; nearly all actives have a fitted effect of over 60% in size
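Compounds, titrated to a top concentration of 110 uM, were incubated 30 min at room temperature with preformed BAZ2B/acetyl-K14 H3 peptide complex (50 nM each). Proximity signal was measured by AlphaScreen after 20 min with beads.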
PGK inhibitor: T. brucei PGK inhibition | Potency, µM (series often up to 57.5 µM), inactives show at the highest dose activity change, negative = inhibition, most hits filed as inhibitors | hit rate 0.043% among 380,000 | PGK/GAPDH coupled, Kinase-Glo luminescence, 60 min | P07378; also: potency is read from the fitted curve at half-maximal effect; % is scaled to controls: 0 for no effect and ±100 for the full control effect; nearly all actives have a fitted effect of over 60% in size
Target sequence (P07378 whole entry, looked up): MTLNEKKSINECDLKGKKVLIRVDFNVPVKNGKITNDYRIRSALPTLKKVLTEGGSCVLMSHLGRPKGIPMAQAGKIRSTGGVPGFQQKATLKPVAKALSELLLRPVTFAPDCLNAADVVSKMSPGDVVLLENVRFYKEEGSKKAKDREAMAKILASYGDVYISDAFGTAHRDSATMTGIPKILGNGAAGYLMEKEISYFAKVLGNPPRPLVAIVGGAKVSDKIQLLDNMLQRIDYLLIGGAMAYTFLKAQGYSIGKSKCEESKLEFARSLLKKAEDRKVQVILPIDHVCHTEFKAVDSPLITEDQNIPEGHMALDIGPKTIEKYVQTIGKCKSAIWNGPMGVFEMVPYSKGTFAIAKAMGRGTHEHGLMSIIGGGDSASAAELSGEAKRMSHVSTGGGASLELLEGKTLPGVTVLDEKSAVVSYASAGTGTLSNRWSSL
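Luminescent ATP detection (Kinase-Glo Plus) follows a 60-minute room-temperature incubation, with wells lacking PGK as controls. Buffer: 100 mM TEA (pH 7.6), 5 mM MgCl2, 0.01% Tween-20. Coupling enzyme GAPDH (100 nM final) supplies unstable 1,3-BPG in-well.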
G9a inh: blocks human histone lysine methyltransferase G9a; hit rate 8.8% among 350,000; AID 504332; Q96KQ7; G9a H3K9 monomethylation, AlphaScreen, 2 h; Potency, µM (doses to about 102 µM), for the others: top-dose activity, negative = inhibition, actives largely listed as inhibitors; also: potency is read from the fitted curve at half-maximal effect; % is scaled to controls: 0 for no effect and ±100 for the full control effect; nearly all actives have a fitted effect of over 75% in size
Target sequence (Q96KQ7 913-1193 limits assumed): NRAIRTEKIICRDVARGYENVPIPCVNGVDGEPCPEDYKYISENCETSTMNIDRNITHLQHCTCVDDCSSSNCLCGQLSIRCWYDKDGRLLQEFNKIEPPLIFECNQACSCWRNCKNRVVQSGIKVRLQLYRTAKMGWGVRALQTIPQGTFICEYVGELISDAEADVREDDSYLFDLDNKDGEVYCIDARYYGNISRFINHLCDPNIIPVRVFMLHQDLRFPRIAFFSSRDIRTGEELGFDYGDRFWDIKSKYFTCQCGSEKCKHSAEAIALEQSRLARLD
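Quantitative HTS format: methyltransferase activity on a biotin-tagged H3K9 peptide is measured by AlphaScreen, using a rabbit anti-monomethyl-H3K9 antibody with streptavidin donor and anti-IgG acceptor beads. Final levels are 20 nM enzyme, 500 nM peptide, 20 uM SAM; 2 h RT.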
JMJD2A Tudor inh: JMJD2A Tudor domain (human) inhibition; AlphaScreen JMJD2A-Tudor / H3K4me3 peptide binding; Potency, µM (titrated, usually from 114 µM), for the others: at the highest dose activity change, negative = inhibition, hits mostly inhibitors; hit rate 4.4% among 390,000; AID 504339; also: potency is read from the fitted curve at half-maximal effect; % is scaled to controls: 0 for no effect and ±100 for the full control effect; nearly all actives have a fitted effect of over 50% in size
GLS inh: inhibitors of human glutaminase (GLS). O94925. GLS enzymatic activity, qHTS titration. Potency, µM (highest dose often 45.5 µM), inactives show top-dose activity change, negative = inhibition, actives largely listed as inhibitors. hit rate 0.21% among 410,000. AID 624170; also: potency is read from the fitted curve at half-maximal effect; % is scaled to controls: 0 for no effect and ±100 for the full control effect
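Compounds were pin-transferred onto hKGA, after which L-glutamine (1 mM solution) and a detection mix of glutamate oxidase, HRP and Amplex Red were added. Initial and 30 min RT fluorescence reads were collected.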
PI4K2A inh: inhibitors of human PI4K2A; hit rate 0.13% among 420,000; Q9BTU6; purified PI4K2A, ADP-Glo luminescence, 1 h; stronger effect = lower value; activity change, negative = inhibition, % at 76.9 µM; in the data active = activity change below about -50%; inconclusive = mostly about -30% to -49%;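 also: -100% = wells without enzyme as full effect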
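In this quantitative HTS, ADP production by PI4K2A was quantified luminescently after 1 h at ambient temperature; 100 microM adenosine served as plate-quality control.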
* hit, by the source's call; i = inactive; ? = inconclusive; · = not tested or not shown; & = joins results of further samples; ! = a repeat was not active; [ ] = remark or other dose. Unless noted, calls follow the shape of the dose curve; as a rule, active = well fitted curve in the direction sought with a large enough effect; inconclusive = small, poorly fitted or top-dose-only effect, or another doubt; inactive = no such curve, though single readings can be large; an effect the other way counts as inactive or inconclusive. Some of the compounds tested. The share of hits here may be higher or lower than overall.

SMILES	HP1b binding inh	Pol eta inh	Pin1 inh	BAZ2B block	PGK inhibitor	G9a inh	JMJD2A Tudor inh	GLS inh	PI4K2A inh
CC1(C)Cc2ccccc2C(COc2ccccc2)=N1	9%	-12%	-1%	-37%	-1%	·	?	68%[activator]	-2
O=C(NNC(=O)c1ccccc1Br)c1ccc(Cl)cc1	33%	6%	7%	-4%	·	?	-7%	13%	-1
CC1(c2ccc(Cl)cc2)NC(=O)N(CC(=O)NC2CCCCC2)C1=O (stereo not given)	7%[57 µM]	-3%	-6%	·	i	·	-19%	-19%	1
NC(=O)CSc1ccc(-c2ccc(F)cc2)nn1	32%	-4%	0%	-1%	-2%	11%	-5%	-11%	7
COC(=O)c1ccc(-c2ccc(/C=N/N3C(=O)C4C5C=CC(C6CC56)C4C3=O)o2)cc1 (stereo not given)	-1%	5%	24%	56µM*	4%	7.9µM*	?	10%	-4
CCOc1ccc(C2NC(=S)NC3=C2CCc2ccccc23)cc1 (stereo not given)	-13%	-16%	10%	-32%	i	·	-20%	-8%	-1
O=C(COc1ccccc1)N1CCN(S(=O)(=O)c2ccc(Cl)cc2)CC1	24%	-5%	-4%	3%	1%	19%[12.7 µM]	-8%	2%	-1
COC(=O)C1CCN(C(=O)/C=C/c2ccc3c(c2)OCO3)CC1	-23%	12%	0%	11%	1%	22%[0.501 µM]	?	-7%	-3
CCOc1ccc(OCC(=O)Nc2ccccc2N2CCCC2)cc1	-21%	-21%	8%	?	-9%	50µM*	?	22%	1
Cc1cccc2cc(CN(Cc3ccccc3)C(=S)NCCCN(C)C)c(=O)[nH]c12	20%	-22%	-1%	-23%	-5%	-25%	-23%	1%	-2
CC1(C)CC(NC(=O)c2ccccc2Cl)CC(C)(C)N1	34%	-10%	-4%	·	4%	-2%[59 µM]	-10%	4%	6
CNC(=S)N1CCN(c2nc(-c3cccc(OC)c3)cs2)CC1	?	-4%	3%	?	-4%	?	?	4%	-4
CCc1ccccc1NC(=O)CN1CCN(C(=O)CNC(=O)c2ccc(N3CCCC3=O)cc2)CC1	6%	-10%	-1%	9%	-1%	-3%[2.33 µM]	-12%	0%	-3
COc1cccc(C(c2nnnn2Cc2ccccc2)N2CCN(C3CCCC3)CC2)c1OC (stereo not given)	17%	-10%	-11%	?	-4%	-49%[59 µM]	-29%	-4%	5
O=C(C[C@H]1C[C@H](C(=O)N2CCOCC2)[C@@]2(CCC3CCCC3)c3[nH]c4ccc(Cl)cc4c3CCN2C1=O)NCCCn1ccnc1	-13%	-19%	-2%	·	-7%	·	?	6%	-2
COc1cc(NC(=O)CN2CCCCC2)c(C)cc1[N+](=O)[O-]	2%	1%	-13%	-33%	i	24%[59 µM]	-9%	0%	-7
Cc1ccc(NC(=O)c2ccc(CN3CC(=O)N4CCCCC4C3=O)cc2)cc1C (stereo not given)	17%	-6%	0%	-25%	1%	-18%[59 µM]	-10%	-9%	3
O=C(CCS(=O)(=O)Cc1ccccc1)N1CCN(c2ccccc2)CC1	12%	-3%	-2%	-16%	i	-30%	-13%	27%	0
CC(C)C[C@H](NC(=O)c1nc[nH]c1C(=O)N[C@@H](CCCCN)C(=O)OC(C)(C)C)C(=O)OC(C)(C)C	32%	-15%	?	·	2%	·	-35%	-3%	-1
COc1ccc(C(=O)Cc2ccc(F)cc2)c(OC)c1	44%[activator]	-4%	2%	28%	i	33%[59 µM]	8%	-1%	6
O=Cc1cn(-c2ccccc2)nc1-c1ccccc1	46%[activator]	-7%	-7%	13%	-5%	73%[activator]	-6%	2%	-2
COC(=O)CNC(=O)CCCCC(=O)NCC(=O)OC	43%[activator]	-7%	2%	12%	-1%	30%[12.7 µM]	-11%	-3%	-2
COCCN(CCOC)C(=O)C1CCN(c2ccc(S(=O)(=O)N3CCOCC3)cc2[N+](=O)[O-])CC1	11%	-19%	0%	-7%	-2%	2%[2.33 µM]	-15%	-13%	-2
COc1ccc(CN2C3CCCC2CC(NC(=O)Nc2ccccc2)C3)cc1 (stereo not given)	27%	-14%	3%	12%	3%	26%[59 µM]	-3%	-3%	1
C=CCc1cc(OC)ccc1OCCOCCC(C(=O)OCC)C(=O)OCC	134%[activator]	-24%	-3%	34%	i	65%[activator][59 µM]	47%[activator]	-11%	-2
COc1ccc(/C=N/NC2=NS(=O)(=O)c3ccccc32)cc1	29%	-16%	3%	-7%	-10%	-22%	-14%	3%	-5
Cc1ccc(C(=O)Nc2cccc(C(=O)N/N=C/c3ccc(F)cc3)c2)cc1	28%	-7%	13%	0%	-1%	26%	6%	-7%	-4
COCCCNC(=O)C1=CCN(S(=O)(=O)c2ccc(C)cc2)CC1	48%[activator]	-9%	-6%	-12%[57.1 µM]	-2%	35µM*	-4%	1%	-1
CCOc1ccc(/C=C2/SC(=O)NC2=S)cc1	-29%	-21%	-8%	?	0%	?	?	15%	-5
CC(=O)Nc1ccc(C(=O)CSc2nnnn2C(C)C)cc1	42%[activator]	4%	-2%	2%	-9%	?	5%	5%	-8
COc1cc(/C=C2\SC(c3ccc(C)cc3)=NC2=O)cc(OC)c1OC	?	-9%	?	-8%	·	1µM*	56µM*	-7%	8
CC1CCC(NC(=O)C2(C)Cc3ccccc3C(=O)N2Cc2ccccc2Cl)CC1 (stereo not given)	63%[activator]	·	-4%	16%	·	31%[59 µM]	46%[activator]	-3%	2
CN(C)c1cccc(C(=O)OCCCC(=O)c2ccc(F)cc2)c1	10%	-13%	-2%	8%	i	14%[59 µM]	-3%	3%	7
CC(=O)c1cccc(NC(=S)NC2CCCCCCC2)c1	29%	-27%	-5%	-22%	-8%	17%	-25%	2%	3
O=C1CCSc2ccc(Cl)cc2N1Cc1ccc(Cl)cc1	95%[activator]	-21%	4%	24%	-2%	20%[2.33 µM]	19%	-4%	-7
Cc1cc(-c2ccccc2C(=O)NC2CCCCC2)on1	9%	-20%	6%	-3%	i	·	5%	2%	-3
COc1ccc(C(=O)NCC(=O)N/N=C/c2ccc([N+](=O)[O-])o2)cc1OC	25%	-15%	-13%	-20%	i	?	-6%	-10%	-5
O=C(Nc1ccc(F)cc1F)C1CCN(c2ncnc3c2sc2cccc(F)c23)CC1	27%	-5%	50%[activator]	-1%	-2%	-5%	-12%	-1%	-1
CCC(C)(C)C1CCC(=NNC(=S)Nc2cccnc2)CC1 (stereo not given)	-22%	-16%	-4%	?	i	7.9µM*	45µM*	-18%	-4
COc1ccc(Nc2cc(C)nc3nc(C)nn23)cc1Cl	52%[activator]	-11%	-3%	15%	i	89µM*	-4%	4%	8
COc1ccc(C2SCC(C(=O)O)N2C(C)=O)cc1OC (stereo not given)	16%	2%	-9%	7%	0%	?	-29%	-1%	4
COc1ccc(C(CC(=O)O)NC(=O)COc2cc(C)ccc2C)cc1OC (stereo not given)	4%	2%	-1%	·	-14%	32µM*	-13%	1%	0
CCN(N)C(=S)Nc1ccc(F)cc1	19%	-8%	1%	-18%	-2%	?	-25%	-12%	2
Cc1c(-c2cccs2)[n+](=O)c2c(n1[O-])CCCC2	10%	4%	-13%	-1%	-8%	-4%[59 µM]	-11%	5%	1
C=CCOc1ccc(C(c2c(O)nc(SC)[nH]c2=O)c2c(O)nc(SC)[nH]c2=O)cc1	10%	-15%	-6%	·	-5%	·	-4%	25%	-11
COCCN1CN(S(=O)(=O)c2cccc(Cl)c2)c2nc3ccccc3nc21	-7%	-11%	4%	-33%	i	45µM*	-34%	3%	3
CC(=O)NCCc1c[nH]c2ccc(O)cc12	35%	-1%[57.1 µM]	2%	·	-3%	11µM*!	-9%	74%[activator]	2&0
Nc1ncnc(Nc2ccc(S(N)(=O)=O)cc2)n1	9%	-1%	-1%	0%	-3%	-3%	-1%	-3%	-65*

Taken from above.
COc1ccc(Nc2cc(C)nc3nc(C)nn23)cc1Cl – Pol eta inh = -11%
Nc1ncnc(Nc2ccc(S(N)(=O)=O)cc2)n1 – PGK inhibitor = -3%

Following part
SMILES	HP1b binding inh	Pol eta inh	Pin1 inh	BAZ2B block	PGK inhibitor	G9a inh	JMJD2A Tudor inh	GLS inh	PI4K2A inh
CSc1nc(-c2ccco2)nn1S(=O)(=O)c1ccc(C)cc1	3%	-23%	-2%	-7%	-5%	40µM*	-12%	-10%	-1
C=CCn1c(=O)[nH]c2nc3cc(N=CN(C)C)c(C)cc3nc2c1=O	37%	-19%	?	1%	-4%	?	2%	-11%	-5
COCc1cccc(NC(=O)CCc2ccccc2)c1	43%[activator]	-22%	7%	2%	4%	5%	-7%	-3%	4
COC(=O)c1cc(S(=O)(=O)NC2CCC(C)CC2)cn1C (stereo not given)	27%	-8%	-11%	-11%	-4%	2%	13%	-2%	7
COc1ccccc1CN1[C@@H](CC(C)=O)c2cc(C(F)(F)F)ccc2S1(=O)=O	38%	-16%	-3%	·	-1%	·	-9%	0%	-1
COc1ccc(C(=O)CSc2nnc(-c3ccc(S(=O)(=O)N4CCOCC4)cc3)o2)cc1	32%	-10%	-2%	-3%	14%	0%	8%	·	5
CCOC(=O)C1(CCOc2ccccc2)CCN(Cc2cccn2-c2ncccn2)CC1	14%	-5%	6%	-27%	i	-3%	-17%	0%	-5
CCCCN(Cc1ccco1)C(=O)Cn1ncc2c(=O)oc3ccc(C)cc3c21	36%	5%	6%	5%	-6%	19%	-9%	-4%	-5
CCCOc1ccc(/C=N/NC(=S)Nc2ccccc2[N+](=O)[O-])c(O)c1	?	-18%	1%	?	-7%	3%[59 µM]	-23%[57.1 µM]	9%	4

Source: PubChem BioAssay (National Center for Advancing Translational Sciences (NCATS))
